BLM inh – Bloom syndrome helicase (human) inhibition; recombinant BLM DNA unwinding, fluorescence dequenching; Potency, µM (top dose mostly 56.1 µM), inactives show at the highest dose activity change, negative = inhibition, actives largely listed as inhibitors; P54132; 350,000 tested, 0.2% active; AID 2528;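 note: plate controls were vehicle for no effect and no enzyme for full effect; nearly all actives have a fitted effect of over 35% in size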
BAZ2B block – BAZ2B (human) inhibition. Q9UIF8. AlphaScreen BAZ2B-H3K14Ac peptide displacement. Potency, µM (top dose mostly 114 µM), inactives show top-dose activity change, negative = inhibition, usual class: inhibitors. 360,000 tested, 4.4% active; note: % is set by controls: 0 for no effect and ±100 for the full control effect; nearly all actives have a fitted effect of over 60% in size
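In this displacement format the biotinylated H3(5-23) peptide acetylated at Lys14 serves as ligand at 50 nM, with BAZ2B at 50 nM in PBS pH 7.4 containing 0.01% Tween-20. Donor and acceptor beads are 10 ug/mL final.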
PGK inhibitor – T. brucei PGK inhibition. Potency, µM (top dose mostly 57.5 µM), for the others: at the top dose activity change, negative = inhibition, most hits filed as inhibitors. AID 602233. PGK/GAPDH coupled, Kinase-Glo luminescence, 60 min. P07378. 380,000 tested, 0.043% active; note: % is set by controls: 0 for no effect and ±100 for the full control effect; nearly all actives have a fitted effect of over 60% in size
Target sequence (P07378 whole entry, looked up): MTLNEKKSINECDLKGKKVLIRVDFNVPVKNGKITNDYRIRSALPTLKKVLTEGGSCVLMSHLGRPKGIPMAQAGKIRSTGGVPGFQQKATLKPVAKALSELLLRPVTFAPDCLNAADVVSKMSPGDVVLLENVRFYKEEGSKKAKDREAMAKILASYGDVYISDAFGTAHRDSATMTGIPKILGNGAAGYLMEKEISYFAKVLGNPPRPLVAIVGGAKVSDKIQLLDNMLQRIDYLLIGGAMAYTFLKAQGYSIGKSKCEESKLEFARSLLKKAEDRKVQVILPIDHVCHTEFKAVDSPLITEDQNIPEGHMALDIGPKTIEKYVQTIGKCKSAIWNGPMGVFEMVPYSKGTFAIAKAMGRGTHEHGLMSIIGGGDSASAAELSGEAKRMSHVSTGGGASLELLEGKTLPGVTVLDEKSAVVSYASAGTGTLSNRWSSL
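Recombinant glycosomal PGK reaction used 1,3-bisphosphoglycerate generated in-well by GAPDH (100nM final) in 100mM TEA pH 7.6, 5mM MgCl2, 0.01% Tween-20. After 60 minutes at room temperature, ATP was read by Kinase-Glo Plus luminescence end-point.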
G9a inh – G9a (human) methyltransferase inhibition. Q96KQ7. G9a H3K9 monomethylation, AlphaScreen, 2 h. Potency, µM (highest dose often 102 µM), for the others: at the highest dose activity, negative = inhibition, actives largely listed as inhibitors. 350,000 tested, 8.8% active; note: % is set by controls: 0 for no effect and ±100 for the full control effect; nearly all actives have a fitted effect of over 75% in size
Target sequence (Q96KQ7 913-1193 limits assumed): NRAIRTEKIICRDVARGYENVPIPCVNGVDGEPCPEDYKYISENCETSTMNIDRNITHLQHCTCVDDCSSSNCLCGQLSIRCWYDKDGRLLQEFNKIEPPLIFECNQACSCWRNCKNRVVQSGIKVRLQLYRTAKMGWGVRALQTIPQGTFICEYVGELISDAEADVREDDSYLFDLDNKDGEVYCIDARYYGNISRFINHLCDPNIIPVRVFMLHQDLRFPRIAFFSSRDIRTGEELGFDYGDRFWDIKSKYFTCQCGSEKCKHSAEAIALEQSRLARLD
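Compounds were preincubated with 20 nM G9a for 15 min, after which biotinylated H3K9 peptide (500 nM) and SAM (20 uM) started a 2 h room-temperature reaction. Monomethylated product was quantified by antibody-based AlphaScreen chemiluminescence.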
Pin1 inhibitor – human Pin1 inhibition | Pin1 FP peptide displacement, HiFluor488, 10 min | 390,000 tested, 0.009% active | Potency, µM (series often up to 115 µM), for inactives: top-dose activity, negative = inhibition, most hits filed as inhibitors | AID 504891 | Q13526; active = well fitted inhibition curve with a large enough effect in the polarisation, with a control signal flat, not every such curve was filed as active; inconclusive = small, poorly fitted or top-dose-only effect, or effect the other way, or a change in a side signal; inactive = no such curve, though single readings can be large or run the other way; the % refers to the polarisation; note: % is set by controls: 0 for no effect and ±100 for the full control effect
Target sequence (Q13526 whole entry, looked up): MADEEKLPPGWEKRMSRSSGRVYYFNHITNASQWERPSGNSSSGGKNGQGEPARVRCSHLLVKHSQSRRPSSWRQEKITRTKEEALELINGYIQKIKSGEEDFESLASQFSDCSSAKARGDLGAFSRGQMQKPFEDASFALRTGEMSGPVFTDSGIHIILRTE
JMJD2A Tudor inh – blocks the human JMJD2A Tudor domain | 390,000 tested, 4.4% active | AID 504339 | O75164 | AlphaScreen JMJD2A-Tudor / H3K4me3 peptide binding | Potency, µM (doses to about 114 µM), for inactives: at the highest dose activity change, negative = inhibition, usual class: inhibitors; note: % is set by controls: 0 for no effect and ±100 for the full control effect; nearly all actives have a fitted effect of over 50% in size
POLI inh – DNA polymerase iota (human) inhibition; 390,000 tested, 1% active; Q9UNA4; Potency, µM (titrated, usually from 115 µM), for the others: at the highest dose activity, negative = inhibition, most hits filed as inhibitors; Pol iota fluorescent replication assay, 10 min
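Fluorescent replication assay read twice, at 0 min and 10 min after adding 50 nM (final) substrate. Enzyme (10 nM) and compounds were first incubated 15 min at room temperature; enzyme-free buffer wells were negative controls.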
HP1b binding inh – inhibitors of HP1-beta chromodomain binding to methylated histone tails. P83916. AlphaScreen HP1-beta / biotin-H3K9me3 peptide binding. Potency, µM (series often up to 114 µM), without a hit: at the highest dose activity change, negative = inhibition, most hits filed as inhibitors. 390,000 tested, 0.56% active. AID 540317; note: nearly all actives have a fitted effect of over 70% in size; inactives centre near 23
Target sequence (P83916 whole entry, looked up): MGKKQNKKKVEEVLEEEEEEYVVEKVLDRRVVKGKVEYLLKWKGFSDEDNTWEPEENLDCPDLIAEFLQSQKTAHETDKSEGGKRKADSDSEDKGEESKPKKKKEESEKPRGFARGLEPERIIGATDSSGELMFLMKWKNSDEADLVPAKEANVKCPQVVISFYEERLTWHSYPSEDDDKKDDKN
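AlphaScreen: HP1-beta (50 nM) preformed 30 min with biotin-H3(1-18)K9me3 peptide (50 nM) in PBS pH 7.4, 0.01% Tween-20. Compound added for 30 min at RT, then streptavidin donor/nickel chelate acceptor beads (10 ug/mL) for 30 min.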
GLS inh – blocks human kidney-isoform glutaminase activity. Potency, µM (highest dose often 45.5 µM), inactives show at the top dose activity change, negative = inhibition, hits mostly inhibitors. 410,000 tested, 0.21% active. GLS enzymatic activity, qHTS titration. O94925; note: % is set by controls: 0 for no effect and ±100 for the full control effect
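Glutamate formation by hKGA was monitored fluorometrically using coupled glutamate oxidase, HRP and Amplex Red. Substrate was added as 1 mM L-glutamine solution; incubation was 30 min at RT after an initial read.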
An asterisk follows results filed as active; i = inactive; u = inconclusive; x = not tested or not shown; & = joins results of further samples; [ ] = dose if it differs, or a comment. Unless noted, calls come from the whole dose curve; as a rule, active = well fitted curve in the direction sought with a large enough effect; inconclusive = small, poorly fitted or top-dose-only effect, or another doubt; inactive = no such curve, though single readings can be large; an effect the other way counts as inactive or inconclusive. Potency is the fitted concentration of half-maximal effect. This is a subset; count on the stated rates, not on these rows.

structure	BLM inh	BAZ2B block	PGK inhibitor	G9a inh	Pin1 inhibitor	JMJD2A Tudor inh	POLI inh	HP1b binding inh	GLS inh
COC(=O)CNC(=O)c1cc(-c2ccncc2)nc2ccccc12	-4.4%	11.0%	-4.9%	-9.2%	-5.7%	-1.4%	-5.5%	12.6%	0.0%
COc1cccc(N2CCN(CC(=O)Nc3ccc(-n4cnnn4)cc3)CC2)c1	-3.6%	-2.2%	-0.2%	10.9%	-0.5%	-17.6%	53.1%[activator]	-1.4%	1.9%
CCn1c(SC(C)C(=O)Nc2ccc3c(c2)OCCO3)nnc1C1CC1 (stereo not given)	x	-28.4%	i	12.1%[12.7 µM]	-1.8%	-11.4%	-13.7%	29.8%	-2.9%
Cc1cc(OCC(=O)OCC(=O)c2ccc[nH]2)ccc1Cl	x	20.1%	0.4%	-0.7%	-1.4%	-7.2%	18.9%	19.1%	0.8%
CCOC(=O)C(=O)Nc1cc(C)on1	-10.2%	-7.5%	i	-11.0%	0.4%	-11.6%	55.2%[activator]	3.3%	0.0%
CN(C)c1ccc(P(=O)(Nc2cccc(C(F)(F)F)c2)N2CCOCC2)c(NC(=O)c2cccs2)c1 (stereo not given)	-2.1%	u	-3.7%	23.2%[59 µM]	58.7%[activator]	-27.8%	9.9%	14.0%	1.4%
Cc1ccc(-c2noc(CN3CCN(Cc4ccccc4)CC3)n2)cc1	4.3%	2.8%	-7.4%	11.9%[59 µM]	-3.9%	-21.2%	13.3%	31.9%	-2.9%
O=C(CCl)N1CCN(C(=O)C2COc3ccccc3O2)CC1 (stereo not given)	x	x	i	x	-3.2%	-5.5%	u	65.2%[activator]	-15.4%
Cc1cc(C(=O)NNC(=O)c2ccc(Cl)c(S(N)(=O)=O)c2)c(C)o1	x	x	-7.2%	x	0.7%	-22.8%	44.6%[activator]	14.3%[57 µM]	18.1%
CCOCCCNC(=O)CCN1C(=O)c2ccccc2Sc2ncccc21	-2.1%	2.5%	-2.7%	-2.8%	-1.4%	-7.0%	34.3%[activator]	19.6%	-6.8%
CCOc1ccccc1-c1nc(C(N)=O)c2c(n1)n(-c1ccc3c(c1)OCO3)c(=O)n2C	0.8%	1.1%	-1.4%	21.5%[59 µM]	0.4%	-16.0%	26.3%	17.8%[57 µM]	-1.9%
CN(Cc1ccccc1)C(=O)c1ccccc1NC(=O)C1=CSCCO1	1.8%	-7.1%	-6.3%	x	-5.1%	-17.7%	-4.1%	20.7%	-1.1%
CSc1nc(N2CCOCC2)cc(N2CCOCC2)n1	-0.3%	0.8%	-3.0%	29.1%	-0.7%	-1.0%	9.7%	34.8%	-18.1%
O=C(NCCc1ccc(Cl)cc1)c1ccc2ccccc2n1	-5.0%	3.1%	1.5%	u	-0.1%	u	u	101.0%[activator]	4.2%
COC(=O)C1CCN(C(=O)COC(=O)Cc2c[nH]c3ccccc23)CC1	-1.6%	6.0%	-1.6%	-9.3%[59 µM]	0.4%	-11.7%	2.1%	6.5%	10.6%
CCC(C)NC(=O)c1ccc(-n2c(-c3ccccc3)cc3c2CCCC3)cc1 (stereo not given)	-8.2%	u	2.6%	-44.9%[59 µM]	8.1%	-33.9%	-20.9%	26.8%	-10.6%
Cc1[nH]c2ccccc2c1C(=O)CSc1ccc(Cl)cc1	-4.3%	-25.4%	2.1%	-30.4%	u	22.4µM*	128.1%[activator]	u	u
O=C(Cn1c(=O)n(Cc2ccco2)c(=O)c2cccnc21)Nc1ccccc1F	-5.7%	0.7%	-9.3%	3.1%[59 µM]	0.8%	-5.5%	3.0%	27.9%	-6.7%
O=C(Nc1cccc(S(=O)(=O)C(F)F)c1)c1ccc(S(=O)(=O)N2CCCC2)cc1	-2.9%	-16.0%	-8.9%	5.0%	15.8%	-0.7%	23.2%	13.0%	-11.8%
CCN(CC(=O)O)S(=O)(=O)c1cc(Cl)ccc1Cl	0.1%	2.1%	1.5%	-28.3%[12.7 µM]	u	-1.6%	4.5%	31.2%	0.5%

(listing goes on)
structure	BLM inh	BAZ2B block	PGK inhibitor	G9a inh	Pin1 inhibitor	JMJD2A Tudor inh	POLI inh	HP1b binding inh	GLS inh
CC(C)c1ccc(OCC(=O)NCCO)cc1	-3.0%	0.9%	-7.7%	12.9%[59 µM]	-4.3%	u	18.1%	u	9.4%
COCCNC(=S)N1CCC(C(=O)c2ccc3c(c2)OCCO3)CC1	2.2%	-30.4%	-8.0%	-30.6%[59 µM]	-0.5%	-9.9%	20.4%	38.3%	-3.6%
COc1ccc(-c2nnc(NC(=O)c3c(OC)cccc3OC)s2)cc1	-5.1%	5.2%	-2.6%	7.4%	-21.1%	-20.6%	23.5%	46.0%[activator]	-8.1%
CSCCC(NC(=O)C1CC1)c1nc2ccccc2[nH]1 (stereo not given)	-2.6%	x	i	-25.6%[59 µM]	2.1%	-6.0%	20.4%	33.9%	-9.0%
CCOC(=O)c1cnc2nc(Cc3ccccc3)[nH]n2c1=O	-2.7%	0.2%	i	2.6%[59 µM]	-4.7%	u	-4.6%	7.0%	8.3%
COC(=O)COc1ccc(=O)n(-c2ccccc2)n1	-1.1%	3.8%	-0.2%	12.5%[59 µM]	-4.3%	-7.5%	32.3%[activator]	56.3%	6.6%
CC(=O)Nc1ccc(N2CCOCC2)c(C(=O)Nc2cccc(C)c2)c1	1.3%	3.5%	-5.4%	1.1%[59 µM]	-4.3%	-4.0%	-5.2%[58.9 µM]	19.4%	-0.2%
COc1cccc(C(C(=O)NC2CCCC2)N(C(=O)c2ccco2)C2CC2)c1OC (stereo not given)	-2.3%	-0.9%	2.7%	0.8%	1.4%	-6.3%	9.2%	33.3%	1.3%
COc1ccc(NC(=O)Nc2cccc3c2O[C@H](CN(C)S(=O)(=O)c2cccs2)[C@@H](C)CN([C@H](C)CO)C3=O)cc1	x	x	-4.8%	x	0.3%	-27.1%	-11.9%	12.0%	-4.2%
COc1cc(/C=C/C(=O)O)ccc1OS(=O)(=O)c1c(C)c(C)cc(C)c1C	x	-26.8%	-10.5%	-10.4%[12.7 µM]	-11.0%	-24.7%	-22.4%	6.7%	16.8%
O=C(NCc1ccccc1)c1cccnc1N1CCOCC1	3.0%	-1.0%	5.5%	-14.6%[59 µM]	4.6%	-5.5%	8.7%	29.9%	-4.2%
CCN(CC)S(=O)(=O)c1ccc(-c2nnc(SCc3nnc(-c4ccccc4)o3)o2)cc1	-2.7%	0.8%	2.5%	27.7%	2.0%	-15.7%	-2.7%	22.6%	-0.4%
COc1ccc(S(=O)(=O)n2nc(OC(C)=O)cc2N)cc1	0.0%	2.8%	i	u	-17.2%	-12.9%	u	51.1%[activator]	55.7%[activator]
O=C(NCCNC1CCCCC1)c1ccco1	-0.8%	u	-8.1%	44.7µM*	u	3.55µM*	u	u	u
Cc1ccc(C)c(NC(=O)c2cc(-c3cc(C)c(C)cc3O)n[nH]2)c1	-0.8%	-17.6%	-3.4%	1.1%	2.2%	-16.7%	-22.8%	23.1%	4.0%
Cc1ccc2oc(/N=C(\N)NC(=O)C(C)(C)C)nc2c1	1.2%	-1.6%	5.8%	17.8%	2.3%	-20.3%	-26.3%	11.3%	0.0%
Cn1c(SCC(=O)N2CCN(c3ccccc3)CC2)nnc1-c1ccccc1	-0.9%	-19.6%	-9.1%	50.1µM*	0.7%	-8.3%	9.8%	21.2%	28.7%
Cc1cc(C)n(-c2nc3ccccc3nc2N2CCN(S(=O)(=O)c3ccc(F)c(C)c3)CC2)n1	0.5%	0.5%	-2.1%	13.5%[12.7 µM]	7.2%	-8.9%	40.8%[activator]	50.3%[activator]	-0.1%
COc1cc(CC(=O)O)c(C(C)=O)cc1OC	1.6%	0.2%	-3.1%	79.9%[activator][59 µM]	-1.9%	-14.4%	5.8%	34.2%	5.7%
COc1cc2c(cc1O)CCN(C(=O)c1ccco1)C2C (stereo not given)	-3.3%	-14.1%	-0.5%	-5.9%[59 µM]	-3.4%	-12.7%	7.7%	24.1%	-3.9%

The list continues:
structure	BLM inh	BAZ2B block	PGK inhibitor	G9a inh	Pin1 inhibitor	JMJD2A Tudor inh	POLI inh	HP1b binding inh	GLS inh
Cc1c(/C=N/n2cnnc2)c2ccccc2n1CCOc1ccc(Cl)cc1	-5.9%	3.0%	2.5%	17.9%	1.2%	-5.4%	7.5%	-0.2%	11.2%
CC(C)CC(CC(C)C)=NNC(=O)c1ccc(CSc2nncn2C)cc1	2.5%	-29.1%	-9.1%	4.7%	-0.5%	u	88.2%[activator]	19.2%	0.7%
COc1cc(O)c(C(=O)/C=C/c2ccccc2)c(OC)c1	-3.4%&-11.5%	u	-3.0%	u	-5.0%	u	-2.3%	-17.2%	3.9%
CCc1ccccc1NC(=O)CSc1nc(-c2cccc(Cl)c2)nc2c1Cc1c(CO)cnc(C)c1O2	-3.1%	-10.6%	-1.6%	0.4%[59 µM]	3.1%	-16.1%	-12.5%	7.3%	-5.0%
CC(C)CN(C(=O)COC(=O)c1ccc2ccccc2c1)c1c(N)n(Cc2ccccc2)c(=O)[nH]c1=O	x	8.4%	-7.1%	u	u	-9.5%	44.7%[activator]	1.6%	-5.8%
CC(C)NC(=O)COC(=O)c1cncc(Br)c1	-6.8%	-12.2%	-0.6%	-29.7%	-8.3%	-10.4%	35.2%[activator]	32.9%	2.8%
COCCNC(=O)c1ccc2c(c1)ncn2-c1ccc(C)c(Cl)c1	-0.5%	-0.5%	-5.3%	5.0%	-1.2%	-18.2%	34.2%[activator]	43.7%[activator]	0.1%
CC(C)(C)SCCNC(=O)COc1ccc(Cl)cc1	-1.1%	-2.5%	x	8.5%[59 µM]	-5.5%	-8.0%	13.0%	15.5%	13.9%
CCn1nccc1C(=O)NC1=C(C#N)CCC1	-14.3%	23.8%	x	18.2%[12.7 µM]	1.0%	0.6%	8.9%	35.5%[activator]	-0.5%
Cc1cc(NC(=O)NC(C)(C(F)(F)F)C(F)(F)F)no1	-3.6%	-12.5%	4.5%	-22.7%	2.2%	2.2%	1.0%[58.9 µM]	13.5%	-1.7%

Screening results: PubChem BioAssay, National Center for Advancing Translational Sciences (NCATS)
